mcGAS lum – blocks mouse cGAS activity; Q8C6L5; recombinant cGAS, Kinase-Glo ATP depletion luminescence; inhibition, % at 12.5 µM; 0.15% of 160,000 active;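 note: 0% = negative control wells and 100% = reference inhibitor with no enzyme activity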
NPYLR7 ag – mosquito NPYLR7 agonism; activation, % at 10 µM; 0.15% of 270,000 active; AID 1259423; HEK293T NPYLR7/Galpha15, GCaMP6s calcium fluorescence; in the data active = activation above about 40%;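 note: 0% = vehicle and 100% = reference agonist at the receptor; some compounds past the cut are filed as inactive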
hcGAS inh – human cGAS inhibition | 0.081% of 290,000 active | AID 1259398 | Q8N884 | inhibition, % at 12.5 µM | recombinant h-cGAS, ATP depletion, Kinase-Glo luminescence;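 note: 0% = vehicle reaction and 100% = reaction without DNA for no activity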
Target sequence (Q8N884 whole entry, looked up): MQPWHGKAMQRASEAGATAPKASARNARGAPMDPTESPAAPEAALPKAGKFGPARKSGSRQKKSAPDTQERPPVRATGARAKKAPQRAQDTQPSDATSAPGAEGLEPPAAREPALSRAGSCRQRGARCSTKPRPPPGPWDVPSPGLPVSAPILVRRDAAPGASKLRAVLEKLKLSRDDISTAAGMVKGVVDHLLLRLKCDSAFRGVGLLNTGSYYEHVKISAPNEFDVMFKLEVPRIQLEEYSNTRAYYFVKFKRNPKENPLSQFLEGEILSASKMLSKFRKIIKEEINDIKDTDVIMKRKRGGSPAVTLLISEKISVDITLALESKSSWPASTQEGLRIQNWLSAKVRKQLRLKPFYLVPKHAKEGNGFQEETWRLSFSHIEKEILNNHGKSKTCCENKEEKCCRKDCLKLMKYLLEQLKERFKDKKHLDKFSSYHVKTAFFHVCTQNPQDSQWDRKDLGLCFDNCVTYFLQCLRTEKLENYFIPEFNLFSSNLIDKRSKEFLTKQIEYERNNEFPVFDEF
Numbers without * were called inactive; . = no result given; & = joins results of further samples. Cut-off read from the data, not from the text of the source, unless noted: active = inhibition above about 40%; inactive = the rest.

Below each SMILES: mcGAS lum	NPYLR7 ag	hcGAS inh
1	CN1CCN(C(=O)NC2CC2c2ccccc2)C(c2ccccc2)C1 (centres undefined)
    .	3	-4
2	COC(=O)c1c(C)cc(=O)oc1C
    -4	3	2
3	Cc1nc2sccn2c1C(=O)N1CCCC(CO)(Cc2ccc(F)cc2F)C1 (centres undefined)
    -1	6	3
4	O=C(c1cccc2c1NCCC2)N1CCO[C@@H]2CCCC[C@H]21
    -10	4	-8
5	CCC(=O)Nc1ccc(NC(=O)Cc2ccccc2OC)cc1Cl
    .	3	3
6	Cc1ccc(NC(=O)NCC(c2cccs2)N2CCc3ccccc32)cc1 (centres undefined)
    .	11	-6
7	O=C(OCc1nnc(-c2ccc(Br)cc2)o1)C1CCCCC1
    .	-1	-3
8	Cc1ccccc1CC(=O)N1CCOC(c2ccccc2)C1 (centres undefined)
    0	-4	3
9	CCOC(=O)C1CCN(C(c2ccccn2)c2c(O)cc(C)n(CCOC)c2=O)CC1 (centres undefined)
    .	6	-6
10	COc1ccc(N2CCN(S(=O)(=O)CCCNC(=O)C(C)C)CC2)cc1
    -1	-1	1
11	CCc1ccccc1NC(=O)N1CCSC1c1cccc(OCc2ccccc2)c1 (centres undefined)
    -5	-4	-5
12	CCOc1ccc2nc(N=Cc3nc(-c4cccc(OC)c4)oc3O)sc2c1
    .	-5	0
13	COc1ccc(NC(=O)C2Cc3ccccc3S2)c(OC)c1 (centres undefined)
    .	4	-3
14	Cn1cc(C(N)=O)cc1C(=O)OC1CCc2ccccc2C1 (centres undefined)
    -13	-5	-8
15	C=C(C)CC1C(Br)=CCC[N+]1(C)C (centres undefined)
    .	-2	0
16	O=C(Cc1ccc(F)cc1)NCCNc1nc(-c2cccc(Br)c2)nc2ccccc12
    -3	10	-6
17	CC1(C(=O)NS(=O)(=O)c2ccc(Br)cc2)CCN1C(=O)CCc1cccs1 (centres undefined)
    .	1	-2
18	Cc1c(C(=O)N2[C@@H]3CC[C@H]2CN(C)C(=O)C3)cnc2ccnn12
    -19	-1	-3
19	O=C(N1CCC(c2c[nH]c3ccc(F)cc23)CC1)C12CC3CC(CC(C3)C1)C2
    -7	26	-12
20	O=C(NCCN1CCOCC1)c1coc(CN(Cc2cccc(C(F)(F)F)c2)Cc2ccc(F)cc2F)n1
    -3	.	0
21	O=C(O)c1cc(-c2cccc3c2CCNC3)nc2ccccc12
    -3	.	4
22	C=CCCC(O)CN(Cc1ccsc1)CC1CCCO1 (centres undefined)
    -6	19	-10
23	O=C(NCc1n[nH]c(=S)n1-c1ccccc1)c1c(F)cccc1Cl
    -6	-3	-2
24	Cc1ccccc1-n1c(Cc2ccccc2)nnc1SCc1cccc(F)c1F
    -3	-1	-6
25	C=C(C)CN(CC)C(=O)Cn1nc(C)c(S(=O)(=O)N2CCOCC2)c1C
    .	-1	0
26	COc1ccc(CN(CCc2c[nH]c3ccccc23)C(=O)CN(C2CC2)S(=O)(=O)/C=C/c2ccccc2)cc1OC
    -5	.	-10
27	O=c1nc(SCc2cccc([N+](=O)[O-])c2)nc2ccccn12
    -5	14	0
28	CCOC(=O)c1[nH]c2ccccc2c1NC(=O)c1ccc(-c2ccccc2)cc1
    -8	29	-8
29	COCCNC(=O)C1CCCN(C2CCN(c3nccc(OC)n3)CC2)C1 (centres undefined)
    .	26	-7
30	Cc1ccccc1N1C(=O)CSC1c1ccc(NC(=O)CCCCl)cc1 (centres undefined)
    -4	37	-11
31	COc1ccc(CN2CCCn3cccc3C2c2cc(F)c(F)cc2F)c(OC)c1 (centres undefined)
    -3	0	-4
32	CNCC[C@@H](Oc1ccccc1)c1ccccc1
    .	-6	-3
33	CC12CC(NC(=O)N1c1cccc(C(=O)NCc3ccccc3)c1)c1ccccc1O2 (centres undefined)
    -9	-3	-4
34	CCN(CC)S(=O)(=O)c1ccc(Br)c(C(=O)Nc2ccncc2)c1
    .	8	-1
35	N#CC(=Cc1ccco1)S(=O)(=O)c1ccccc1
    .	-6	0
36	COCc1c(C(=O)NCc2ccc3c(c2)CCCN3C)cnn1-c1nccc(-c2ccco2)n1
    -10	24	-12
37	Cc1cc(C=C2C(=O)NC(=O)NC2=O)c(C)n1-c1cccc([N+](=O)[O-])c1
    -6	-1	-4
38	CCCCOC(=O)c1ccc(NC(=O)c2cccn(OCc3ccccc3)c2=O)cc1
    -6	17	-6
39	Cn1cnnc1SCCNC(=O)Cn1c2c(c3ccccc31)CCC2
    .	0	5
40	CC(C)(CCl)C(=O)N1CCN(c2cc(Oc3ccc(Cl)cc3F)ncn2)CC1
    1	0	4
41	COc1ccccc1NC(=O)N1CCc2ccccc2C1c1ccc(F)cc1 (centres undefined)
    -8	5	-6
42	CCOC(=O)c1c(NC(=O)C(c2ccccc2)c2ccccc2)sc2c1Cc1ccccc1-2
    -5	3	-4
43	Cn1cc(CCC(=O)NC2CC(=O)N(Cc3cccc4ccccc34)C2)cn1 (centres undefined)
    .	10	-11
44	CCOC(=O)C1CCCN(C(=O)c2coc(CN(Cc3cccc(C)c3)Cc3ccc4c(c3)OCO4)n2)C1 (centres undefined)
    1	-8	2
45	Cc1ccc(C(CN2CCOCC2)Nc2nnc(C)c3ccccc23)cc1 (centres undefined)
    .	-3	-15
46	CC(C)C(=O)Nc1ccc(N(C)C)c(CN(Cc2ccco2)C(=O)c2cccs2)c1
    -6	-6	-10
47	CC/C=C(/C)C(=O)NCc1ccc(N2CCC(CO)CC2)cc1
    -14	12	-5
48	C=CCN(CC(=O)N(CCc1ccc(OC)c(OC)c1)Cc1sccc1C)S(=O)(=O)c1c(C)cc(C)cc1C
    -6	-1	-15
49	CCCCn1[nH]c(C)cc1=O
    .	5	-3
50	CCOc1ccc(N2CC(CNS(=O)(=O)N(C)C)CC2=O)cc1 (centres undefined)
    .	4	1

The final 4 compounds of the part before are carried over, then new ones follow.
Below each SMILES: mcGAS lum	NPYLR7 ag	hcGAS inh
47	CC/C=C(/C)C(=O)NCc1ccc(N2CCC(CO)CC2)cc1
    -14	12	-5
48	C=CCN(CC(=O)N(CCc1ccc(OC)c(OC)c1)Cc1sccc1C)S(=O)(=O)c1c(C)cc(C)cc1C
    -6	-1	-15
49	CCCCn1[nH]c(C)cc1=O
    .	5	-3
50	CCOc1ccc(N2CC(CNS(=O)(=O)N(C)C)CC2=O)cc1 (centres undefined)
    .	4	1
51	Cc1noc(-c2cccc(C(F)(F)F)c2)c1C(=O)NCCCc1ccccc1
    -4	3	-4
52	Cc1ccn2cc(CNC(=O)NCC3CCCC3)nc2c1
    .	-4	-3
53	Cc1cn2c3c(=O)[nH]c(=O)n(C)c3nc2n1CCN1CCN(c2ccccc2F)CC1
    -8	2	-3
54	COc1ccc(C(NC(=O)C2CCN(C/C=C/c3ccc(OC(C)=O)c(OC)c3)CC2)c2ccccn2)cc1 (centres undefined)
    1	-10	2
55	COc1ccc(CN(C(=O)c2ccc([N+](=O)[O-])cc2Cl)C(C)C)cc1OS(C)(=O)=O
    -4	0	-4
56	CCCCCc1ccc(C(=O)N(Cc2ccc(F)cc2)C(C)C(=O)c2c(C)c(C(=O)OC)n(C)c2C)cc1 (centres undefined)
    0	-8	1
57	CCOc1ccc(NC(=O)N2CCc3cc(OC)c(OC)cc3C2CN)cc1 (centres undefined)
    -4	4	-2
58	CCN1CCN(C(=O)CCc2nnc(Cc3ccc(-c4ccccc4)cc3)o2)[C@@H](C)C1=O
    .	-1	-6
59	CC(C)c1nc(N2CCCC3(CC2)CNC(=O)O3)no1 (centres undefined)
    -12	1	-12
60	CC1CCCCC1NC(=O)CS(=O)Cc1coc(-c2ccc(F)cc2)n1 (centres undefined)
    .	-15	-8
61	C=CCOC(CN1CCN(C(=O)c2cc3ccccc3s2)CC1)c1cccc(N2CCCC2)c1 (centres undefined)
    -8	32	-6
62	O=C(Cc1ccccc1)NNC(=O)c1ccncc1
    .	-2	-2
63	CCOC(=O)c1sc(SC)nc1N
    .	-3	-6
64	CCOC(=O)C1(NC(=O)C2(Oc3cccnc3C)CCNCC2)CCC1
    -16	7	-6
65	CC(=O)Nc1cc(C)c(C)s1
    .	-4	1
66	Cc1cccc2[nH]c(C3CCCN3C(=O)c3cc(Cl)c[nH]c3=O)nc12 (centres undefined)
    -9	-5	-6
67	COc1cc2c(cc1CN(C)Cc1ncc[nH]1)OCCCO2
    .	15	-14
68	O=C(NCCC1=CCCCC1)c1cc(N2CCc3ccccc3C2)nc2ccccc12
    -4	15	-9
69	Cc1ccc(S(=O)(=O)Nc2ccc(C)c(O)c2C)cc1
    .	6	-2
70	COc1ccccc1N1CCN(CC(=O)NCC23CC4CC(CC(C4)C2)C3)CC1
    6	.	15
71	CN(CCc1cn[nH]c1)C(=O)[C@H]1C[C@@H](C(=O)O)N(C)[C@H]1c1ccccc1F
    -17	6	-3
72	Cc1cc(C)n(-c2nnc(C)n2/N=C\c2ccccc2OCc2ccccc2Cl)n1
    -1	0	0
73	CN1C[C@@H]2c3ccccc3Oc3ccc(Cl)cc3[C@H]2C1
    -2	-11	0
74	Cc1cc(C)n(-c2cccc(CN(C)Cc3nc(-c4ccc5c(c4)OCO5)no3)c2)n1
    .	6&1	-4&4
75	CC(C)(C)c1ccc(S(=O)(=O)Nc2cc(Sc3ncn[nH]3)c(O)c3ccccc23)cc1
    14	-7	-8
76	Cc1cnc(CNC(=O)CC2COCCN2)cn1 (centres undefined)
    .	-5	-1
77	CCOC(=O)C1C(=O)CSC1=Nc1ccc([N+](=O)[O-])cc1 (centres undefined)
    .	0	-6
78	CN(CC1OCCO1)C(=O)c1ccc(Cc2ccccc2)o1
    -3	-7	-6
79	CCC1C(O)CC2(OC1C)OC(C(C)/C=C/C=C/C(=O)O)C(C)C(O)C2C (centres undefined)
    -1	-8	3
80	C=C1CC[C@H](O)C/C1=C/C=C1\CCC[C@]2(C)C([C@H](C)/C=C/[C@H](C)C(C)C)CC[C@@H]12 (some centres undefined)
    .	-6	-2
81	CC1CCCN(S(=O)(=O)c2cc3c(=O)nc4ccc(Cl)cn4c3cc2Cl)C1 (centres undefined)
    .	0	-11
82	COc1ccc(CN2CCN(Cc3cccc(C(C)=O)c3)CC2CCO)c(F)c1 (centres undefined)
    .	-6	-3
83	CC1Cc2ccccc2N1Cc1cc(=O)c(OCC(=O)c2ccc(Cl)cc2)co1 (centres undefined)
    1	-3	1
84	Cc1ccc(S(=O)(=O)Oc2ccccc2/C=C2\N=C(c3ccccc3)OC2=O)cc1
    0	1	1
85	O=C(CCC1CCN(C(=O)CCc2cnccn2)CC1)Nc1ccc(F)c(Cl)c1
    .	16	-3
86	Cc1cc(C)n2ncc(C(=O)NC(C3CC3)C3CC3)c2n1
    -5	-2	-9
87	O=C1C(=O)N(CO)c2ccc(Br)cc21
    .	2	-9
88	COc1ccc(C(=O)CSc2nc3c(cnn3CCO)c(=O)[nH]2)cc1
    .	4	-7
89	Cc1cc2nc(-n3ncc4ccc([N+](=O)[O-])cc43)c3ccccc3n2n1
    -6	-4	-6
90	COCCc1noc(-c2cnc(-c3ccsc3)s2)n1
    -16	4	-6
91	CC(O)CCN(C)c1ccc(Cl)cc1C#N (centres undefined)
    .	4	0
92	CC(C)OC(=O)c1ccc(N=CC(C#N)c2nc(C3CC3)cs2)cc1 (centres undefined)
    -8	6	-9
93	CC(=O)Nc1cc2ccccc2oc1=O
    .	-14	-3
94	O=c1nc(-c2ccccc2)c(-c2ccccc2)n[nH]1
    1	-2&-2	-7&-9&1
95	Cc1ccc2oc(C(=O)NC(C)c3ccccc3)cc2n1 (centres undefined)
    .	8	1
96	COc1ccc(CN2CCN(C3C4CC5CC(C4)CC3C5)CC2CCO)c(F)c1 (centres undefined)
    -9	6	-8
97	CC[C@H]1CN(C(=O)c2sc(C)nc2-c2ccccc2)CC[C@@]1(C)O
    .	-1&-1	-8&-11
98	COCCCN(CC(=O)N(CCc1c[nH]c2ccccc12)Cc1ccc(C(F)(F)F)cc1)C(=O)Nc1cccc(C#N)c1
    -9	21	-5
99	CN=c1scc(-c2ccc(F)cc2)n1/N=C(\C)c1ccncc1
    .	0	-8
100	COCCNC(=O)C(NC(=O)c1ccc(F)cc1)C1CCN(S(=O)(=O)C(C)C)CC1 (centres undefined)
    -3	5	-6

Rewritten bar-delimited: part of the list above.
# | canonical_smiles | mcGAS lum | NPYLR7 ag | hcGAS inh
91 | CC(O)CCN(C)c1ccc(Cl)cc1C#N (centres undefined) | . | 4 | 0
92 | CC(C)OC(=O)c1ccc(N=CC(C#N)c2nc(C3CC3)cs2)cc1 (centres undefined) | -8 | 6 | -9
93 | CC(=O)Nc1cc2ccccc2oc1=O | . | -14 | -3
94 | O=c1nc(-c2ccccc2)c(-c2ccccc2)n[nH]1 | 1 | -2&-2 | -7&-9&1
95 | Cc1ccc2oc(C(=O)NC(C)c3ccccc3)cc2n1 (centres undefined) | . | 8 | 1
96 | COc1ccc(CN2CCN(C3C4CC5CC(C4)CC3C5)CC2CCO)c(F)c1 (centres undefined) | -9 | 6 | -8

The results go on:
Below each SMILES: mcGAS lum	NPYLR7 ag	hcGAS inh
101	O=C1OC(c2nn3c(-c4ccccc4)nnc3s2)Cc2ccccc21 (centres undefined)
    .	-5	1
102	CN(C(=O)CCCN1CCOCC1)C1CCCc2ccccc21 (centres undefined)
    .	-4	-6
103	CCN(C1CC1)S(=O)(=O)c1c(C)nn(Cc2noc(C)n2)c1C
    .	11	-8
104	CC(Cn1ccc2ccccc21)NC(=O)c1cn(C2CCCCC2)nn1 (centres undefined)
    -1	-10	4
105	Cn1cnc2cc(C(=O)N3CCCC(Cc4ccc(C(=O)O)cc4)C3)cnc21 (centres undefined)
    -2	2	2
106	CCNC(=O)NC(=O)CN1CCCC1C1CCCN(Cc2ccccc2)C1 (centres undefined)
    .	6	-1
107	C=CCNC(=O)N(Cc1cccc(C)c1)c1ccc(CC(=O)NCc2ccc(F)cc2)cc1
    .	5	-6
108	COC(=O)C1(CNc2ncccn2)CCCC1
    .	-3	-7

From PubChem
